PAD4 FP inh: inhibitors of human PAD4. Q9UM07. recombinant PAD4, RCA probe fluorescence polarization. inhibition, % at 6.36 µM. hit rate 0.41% among 330,000. AID 485272;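 active = percent inhibition above a cutoff equal to the mean of all tested compounds plus 3 SD, cut at about 15% in these data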;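 also: 0% = PAD4 with RCA probe and DMSO and 100% = probe without PAD4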
PAFAH1B3 inh: PAFAH1B3 (human) inhibition | recombinant PAFAH1B3, FP-rhodamine probe, fluorescence polarization | Q15102 | hit rate 0.28% among 340,000 | inhibition, % at 3.39 µM;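 active = inhibition above the screen-wide average of all tested compounds plus 3 SD, cut at about 25% in these data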;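 also: 0% = enzyme with DMSO only and 100% = wells lacking PAFAH1B3 protein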
PAFAH1B2 inh: inhibitors of human PAFAH1B2 | P68402 | recombinant PAFAH1B2, FP-rhodamine activity probe, fluorescence polarization | inhibition, % at 3.39 µM | hit rate 1.2% among 340,000 | AID 492953;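 active = inhibition above the mean of all tested compounds plus 3 SD, cut at about 24% in these data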;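 also: 0% = enzyme with DMSO and 100% = wells lacking PAFAH1B2; many of its hits are not listed in these tables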
Target sequence (P68402 whole entry, looked up): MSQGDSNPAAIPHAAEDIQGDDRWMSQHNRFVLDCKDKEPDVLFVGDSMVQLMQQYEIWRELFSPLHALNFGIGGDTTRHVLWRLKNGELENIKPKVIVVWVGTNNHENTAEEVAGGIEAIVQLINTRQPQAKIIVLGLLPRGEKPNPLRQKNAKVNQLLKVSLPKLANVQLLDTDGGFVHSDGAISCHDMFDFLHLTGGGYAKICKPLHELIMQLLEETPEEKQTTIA
LYPLA2 inh: LYPLA2 (human) inhibition in PME1 counter-screen | inhibition, % at 5.9 µM | O95372 | hit rate 0.38% among 320,000 | recombinant LYPLA2, FP-Rh probe fluorescence polarization;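 active = inhibition above the screen-wide mean plus 3 SD, limit set per campaign, cut at about 26% in these data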;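 also: 0% = LYPLA2 with DMSO and 100% = wells lacking LYPLA2 enzyme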
LYPLA1 counter: counter-screen for PME1 inhibitors: inhibitors of human LYPLA1; inhibition, % at 5.9 µM; O75608; hit rate 0.16% among 320,000; recombinant LYPLA1, FP-Rh probe fluorescence polarization; AID 2174;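 active = inhibition above the mean of all tested compounds plus 3 SD, set per campaign, cut at about 14% in these data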;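 also: inhibitors block serine hydrolase probe labeling of LYPLA1 so polarization falls; 0% = enzyme with DMSO and 100% = wells lacking LYPLA1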
pPAFAH FP inh: inhibitors of human plasma PAF acetylhydrolase (pPAFAH). hit rate 1.5% among 330,000. recombinant pPAFAH, FP-rhodamine probe fluorescence polarization. Q13093. AID 463082. inhibition, % at 3.39 µM;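 active = inhibition above the mean inhibition across the screen plus 3 SD, cut at about 25% in these data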;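 also: inhibitors block binding of the rhodamine activity-based probe so polarization drops; 0% = enzyme with DMSO and 100% = wells lacking pPAFAH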
Target sequence (Q13093 whole entry, looked up): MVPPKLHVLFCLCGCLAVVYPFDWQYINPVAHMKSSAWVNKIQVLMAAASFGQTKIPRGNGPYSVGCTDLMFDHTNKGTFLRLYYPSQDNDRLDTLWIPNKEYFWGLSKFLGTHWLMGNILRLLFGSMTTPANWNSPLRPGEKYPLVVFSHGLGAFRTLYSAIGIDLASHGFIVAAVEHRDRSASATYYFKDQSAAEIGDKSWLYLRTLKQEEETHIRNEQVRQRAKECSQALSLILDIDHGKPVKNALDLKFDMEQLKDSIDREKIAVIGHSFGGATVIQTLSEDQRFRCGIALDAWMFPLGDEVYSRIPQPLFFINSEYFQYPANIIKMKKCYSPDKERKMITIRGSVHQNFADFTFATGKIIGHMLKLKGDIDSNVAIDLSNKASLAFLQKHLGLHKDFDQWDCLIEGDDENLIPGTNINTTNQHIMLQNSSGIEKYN
GSTO1 counter: counter-screen for RBBP9 inhibitors: inhibitors of human GSTO1. P78417. recombinant GSTO1, activity-based probe fluorescence polarization. inhibition, % at 5.96 µM. hit rate 1.1% among 300,000;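 active = inhibition above the campaign mean inhibition plus 3 SD, cut at about 35% in these data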;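 also: 0% = GSTO1-1 with DMSO and 100% = wells lacking GSTO1-1 enzyme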
PAFAH2 inh: PAFAH2 (human) inhibition | hit rate 0.99% among 340,000 | Q99487 | recombinant PAFAH2, FP-rhodamine activity probe, fluorescence polarization | AID 492956 | inhibition, % at 3.39 µM;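 active = inhibition above the mean over all tested compounds plus 3 SD, cut at about 30% in these data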;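 also: inhibitors block probe labeling of enzyme so polarization drops; 0% = enzyme with DMSO and 100% = wells lacking PAFAH2 protein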
PME-1 inh: PME-1 (human) inhibition; recombinant PME-1, FP-Rh probe fluorescence polarization; Q9Y570; hit rate 0.53% among 320,000; AID 2130; inhibition, % at 5.9 µM;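 active = inhibition above the campaign mean of all compounds plus 3 SD, cut at about 26% in these data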;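 also: competitive labeling of PME-1 active site by serine hydrolase directed probe; 0% = PME-1 with DMSO and 100% = wells lacking PME-1 enzyme; inhibitors block probe labeling so polarization falls and inhibition rises; many of its hits are not listed in these tables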
Target sequence (Q9Y570 whole entry, looked up): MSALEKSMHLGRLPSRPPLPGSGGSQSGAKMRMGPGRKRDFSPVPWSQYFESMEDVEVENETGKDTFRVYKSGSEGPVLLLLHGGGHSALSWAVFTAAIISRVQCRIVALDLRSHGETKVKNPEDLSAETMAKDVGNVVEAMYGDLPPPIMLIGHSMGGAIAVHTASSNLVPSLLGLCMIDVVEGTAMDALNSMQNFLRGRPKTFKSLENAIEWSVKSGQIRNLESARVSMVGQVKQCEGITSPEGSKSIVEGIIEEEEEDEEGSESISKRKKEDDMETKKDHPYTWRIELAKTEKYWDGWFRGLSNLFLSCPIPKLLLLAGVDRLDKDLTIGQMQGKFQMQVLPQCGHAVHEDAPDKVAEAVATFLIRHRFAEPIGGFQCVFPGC
Active calls of the source: *; nt = no result given; & = joins results of further samples. This is a subset; the hit share may differ from the screen's.

A first look, 2 compounds:
SMILES	PAD4 FP inh	PAFAH1B3 inh	PAFAH1B2 inh	LYPLA2 inh	LYPLA1 counter	pPAFAH FP inh	GSTO1 counter	PAFAH2 inh	PME-1 inh
O=C(C1=C(O)C(=O)N(CCc2ccccc2)C1c1cccs1)c1ccco1 (stereo not given)	-9	1	5	-5	0	-5	6	7	-10
Cc1cc(C)nc(NC(=O)Cc2cccs2)n1	-2	9	0	0	0	3	8	9	-4

The list itself (from the top)
SMILES	PAD4 FP inh	PAFAH1B3 inh	PAFAH1B2 inh	LYPLA2 inh	LYPLA1 counter	pPAFAH FP inh	GSTO1 counter	PAFAH2 inh	PME-1 inh
O=C(C1=C(O)C(=O)N(CCc2ccccc2)C1c1cccs1)c1ccco1 (stereo not given)	-9	1	5	-5	0	-5	6	7	-10
Cc1cc(C)nc(NC(=O)Cc2cccs2)n1	-2	9	0	0	0	3	8	9	-4
COC(=O)c1ccccc1CSc1nsc(/C=C/N(C)C)c1C#N	-14	6	4	-8	-10	28*	-29	-1	5
Cc1occc1C(=O)N1CCN(c2ccc(Cl)c(Cl)c2)CC1	-3	-6	4	3	2	7	1	2	5
O=C(O)C(Cc1ccc(O)cc1)N1C(=O)c2ccccc2C1=O (stereo not given)	1	-3	0	4	1	5	1	-2	-5
CSc1ccc(CCNC(=O)CCc2nnc3ccc(N4CCC5(CC4)OCCO5)nn23)cc1	1	-1	-6	-14	-5	-1	3	4	5
O=C(NOCc1ccccc1)c1ccccc1	-5&2	4&8	2&1	1	-2	5&1	1	-1&-4	-4
CCOC(=O)c1ccc2nc3c(cc2c1)CCS3	-4	-5	5	-3	-9	-6	-3	-2	-9
C/C(=N\NC(=O)C(=O)Nc1cccc(Cl)c1)c1ccncc1	-3	3	-4	6	0	1	-4	4	2
COc1ccc(C2CC(c3ccccc3)=NN2C(=O)COC(=O)c2ccc(Cl)nc2)cc1 (stereo not given)	-1	-2	0	-3	-6	7	-14	2	-6
COc1ccccc1OC(C)C(=O)N1CCC(Cc2ccccc2)CC1 (stereo not given)	-6	-2	8	-4	1	5	3	-5	8
CC(C)OCC(O)CN (stereo not given)	1	5	1	-3	2	0	2	1	1
O=C(COc1cccc(Br)c1)Nc1ccc(Cl)c(S(=O)(=O)N2CCOCC2)c1	-2	3	1	nt	nt	-3	nt	-14	nt
COc1ccc(S(=O)(=O)N2CCCCC2)cc1NC(=O)c1cc(C)on1	1	5	0	7	1	6	11	4	5
COc1cc(/C=N\NC(=O)CC(=O)NCCc2ccccc2)ccc1O	1	0	-2	-3	1	1	6	-3	-6
O=C(C(c1ccccc1)c1ccccc1)N1CCN(Cc2ccccn2)CC1	-4	-3	1	5	2	4	4	2	4
O=C(Cc1nc2ccccc2[nH]1)c1ccc(Br)cc1	-7	-2	3	-7	-3	-1	4	4	-7
O=C(COC(=O)C12CC3CC(CC(C3)C1)C2)Nc1nc2c(F)c(F)c(F)cc2s1	-3	2	3	-2	0	-4	-1	5	-6
CCN(CC)CCN(C(=O)C1=COCCO1)c1nc2cc(C)cc(C)c2s1	3	7	-4	3	5	1	2	-2	2
COc1ccc(N2C(=S)N=C(Nc3cccc(C)c3)C23CCCCC3)cc1	2	11	2	6	-4	-3	-3	3	0
O=C(NC1CCN(c2ncccn2)CC1)c1c(F)cccc1F	-4	0	4	3	1	7	-4	-6	-3
CN1CCN(S(=O)(=O)c2cccc(C(=O)Nc3ccccc3N3CCCCC3)c2)CC1	4	4	17	0	0	4	0	-3	-2
COc1ccc(NS(=O)(=O)c2cccc(-c3nnc4n3CCCCC4)c2)cc1	3	3	0	1	1	29*	15	5	4
CC(=O)c1cccc(NC(=O)Nc2ccc(C(=O)N3CCCC3)cc2)c1	0	6	0	6	-1	5	-2	-5	-2
O=C(Nc1ccccc1F)C1CCN(C(=O)Cc2ccccc2)CC1	-3	-4	0	2	0	-2	-6	0	1
COc1ccc(C(=O)Nc2cccc3cccnc23)cc1OC	3	-2	-1	-1	-2	1	1	-1	1
O=C(OCc1cccc([N+](=O)[O-])c1)c1cc2ccccc2oc1=O	1	9	10	-1	0	4	6	8	1
O=C(Nc1ccccc1)C1=C[C@@H](c2ccccc2)C[C@@H](OCc2ccc(CO)cc2)O1	2	7	4	6	-10	1	0	-2	-1
COc1cc(/C=C(\NC(C)=O)C(=O)Nc2cccc(O)c2)ccc1OC(C)=O	-4	-2	-4	-5	-1	-2	2	-8	-7
CC(C)C1N(c2ccccc2)C(N)=C(C#N)C1(C#N)C#N (stereo not given)	-2	13	2	13	0	4	10	1	9
CCC(CC)C(=O)Nc1nnc(S(=O)(=O)N2c3ccccc3CC2C)s1 (stereo not given)	5	-2	8	-3	-1	-2	-27	11	1
CC(=O)c1c(C)[nH]c(C(=O)CN2C(=O)NC(C)(CCC(C)C)C2=O)c1C (stereo not given)	-4	-4	-2	-7	-6	0	1	0	-2
O=S1(=O)CCC(NC(=S)NCCNC(=S)NC2CCS(=O)(=O)C2)C1 (stereo not given)	1	5	-1	9	3	3	3	-5	4
O=C(O)c1nn(-c2ccccc2-c2n[nH]c(=O)[nH]c2=O)c(=O)[nH]c1=O	-4	nt	nt	-5	1	1	9	nt	5
O=C(Nc1ccccc1)c1cc2n(n1)C(C(F)(F)F)CC(C1CC1)N2 (stereo not given)	0	7	4	1	-1	3	1	5	1
CCCc1cc(=O)oc2cc(C)cc(OCC(=O)Nc3ccc(CN4CCOCC4)cc3)c12	-4	14	-2	-8	-7	5	2	1	7
COc1ccc(C(=O)/C=C/c2cn(CN3CCN(C)CC3)c3ccccc23)cc1	1	1	6	-3	-3	15	-5	-3	-3
CCN(CC(=O)NC(c1ccccc1)c1ccccc1)Cc1nc2ccccc2c(=O)[nH]1	-5	2	7	-8	-4	7	-12	-22	25
c1ccc(CN2CCC(N3CCN(Cc4ccc5c(c4)OCO5)CC3)CC2)cc1	1	-2	0	11	5	2	1	3	-2
COCCn1c(SCc2c(F)cccc2Cl)nc2c1c(=O)[nH]c(=O)n2C	3	0	1	5	4	10	1	-5	-4
COc1cc(C(=O)NCc2cccs2)ccc1OCc1c(C)noc1C	-3	5	6	nt	nt	3	nt	3	nt
Nn1cc(-c2ccccc2)nc1SCC(=O)N1CCN(S(=O)(=O)c2ccc(Cl)cc2)CC1	-2	1	13	3	1	-3	0	1	5
Fc1ccc2[nH]c3c(NCCN4CCOCC4)ncnc3c2c1	0	11	4	12	5	3	-7	6	4
Cc1c(C(=O)Nc2ccc3c(c2)OCCO3)sc2ncnc(N3CCCCC3C)c12 (stereo not given)	5	3	-2	-6	-3	0	-2	6	-14
CCOc1cc(/C=C(\C#N)C(=O)Nc2cccc(C(=O)O)c2)ccc1OCc1ccccc1Cl	-3	-15	-2	0	0	-2	-11	-32	-13
CCOc1ccc(/C=N/NC(=O)CNC(=O)c2ccc(S(=O)(=O)N3CCOCC3)cc2)cc1	-3	1	-5	-2	-4	2	8	1	0
Cc1cc(N2C(=O)C3CC=CC(C)C3C2=O)no1 (stereo not given)	-1	1	5	3	2	1	-4	14	3
C#CCOc1nc(Nc2cccc([N+](=O)[O-])c2)nc(OCC#C)n1	-8	5	-1	-25	-10	-3	-7	4	-4
Cc1ccccc1OCCOc1ccccc1C=C(C#N)C#N	2	nt	nt	-6	-4	8	1	nt	-6
CN(C)S(=O)(=O)c1ccc(Cl)c(NC(=O)COC(=O)c2ccc(O)cc2)c1	0	7	2	-6	1	14	1	59*	14
CCCCN(C)C1=CC2=CC(=C(C#N)C#N)CCC2CC1 (stereo not given)	46*	16	9	12	32*	17	2	15	42*
CCCS(=O)(=O)c1nc(S(=O)(=O)c2ccc(C)cc2)c(NCc2ccco2)s1	2	6	5	-4	-1	-1	2	2	14
COc1cccc(-n2cnc3scc(-c4cccs4)c3c2=O)c1	-1	6	5	2	-1	8	-12	2	3
COc1ccc(CCN2C(=O)c3[nH]nc(-c4ccccc4O)c3C2c2ccc(C)cc2)cc1OC (stereo not given)	1	-3	-3	-6	-8	-2	2	-7	-8
CCCC[C@@H]1CN=C(N)N1CC(C)(C)C	-4	5	2	0	-4	0	4	2	1
CCOc1ccc2nc(NC(=O)C(NS(=O)(=O)c3cccc4nsnc34)C(C)C)sc2c1 (stereo not given)	3	3	3	0	0	4	3	2	5
Cc1nn(CC#N)c(=O)n1-c1ccccc1	-2	10	-5	2	2	2	1	8	5
Cn1c2c(c(=O)n(C)c1=O)C(CC(=O)Nc1ccc(F)cc1)C(=O)N2 (stereo not given)	-3	9	5	4	-1	3	9	-3	-1
O=C1CSC(c2cccc(F)c2)N1c1ccccc1F (stereo not given)	-3	5	11	6	2	5	5	5	5
CC(=O)OC(C(=O)NC1CCCCC1)c1ccc(Cl)c(Cl)c1 (stereo not given)	-2	4	-5	0	3	3	-3	-2	-7

Going on with the list.
SMILES	PAD4 FP inh	PAFAH1B3 inh	PAFAH1B2 inh	LYPLA2 inh	LYPLA1 counter	pPAFAH FP inh	GSTO1 counter	PAFAH2 inh	PME-1 inh
CCN(CC)C(=O)CSC1=C(C#N)C(c2cccs2)C=C(C)N1 (stereo not given)	2	7	6	4	-4	0	1	-5	2
Cc1cc(C)c(NC(=O)CN2CCN3CCCC3C2)c(C)c1 (stereo not given)	-2	3&2	3&5	0	3	11	3	-4&-4	1
Cc1ccc(C)c(NC(=S)NNC(=O)c2ccc(Br)o2)c1	-1	6	7	6	-2	7	7	-2	-2
CC(=O)c1c(C)nc(-c2ccccc2)nc1N	-9	-2	2	-2	-5	-1	2	-5	-2
C/C(=N/NC(=O)CNc1ccc(C)cc1)c1ccc(Cl)cc1	0	-5	7	1	1	6	0	-1	-10
Cn1c(=O)c([N+](=O)[O-])c(NCCCn2ccnc2)c2ccccc21	-2	3	7	-2	-2	2	-7	-2	-2
CCCCCOC(=O)c1ccc(OC(=O)c2cncc(Br)c2)cc1	-5	3	6	-1	-1	7	0	8	-3
N#C/C(=C\Nc1ccc(Cl)cn1)S(=O)(=O)c1ccccn1	1	2	5	5	0	2	8	9	4
CC[C@]12c3[nH]c4ccccc4c3CCN1C(=O)C(CC(=O)NCCC1=CCCCC1)C[C@@H]2C(=O)N1CCN(C(=O)c2ccco2)CC1 (stereo not given in full)	2	6	7	nt	nt	-4	nt	-3	nt
COc1ccc(CNC(=O)C[C@H]2C[C@H](C(=O)N3CCOCC3)[C@@]3(C)c4[nH]c5ccc(Cl)cc5c4CCN3C2=O)cc1OC	-5	3	0	nt	nt	8	nt	-4	nt
CCOc1ccc(S(=O)(=O)c2c(C(=O)c3ccc(C)cc3)cnc3cc4c(cc23)OCCO4)cc1	-3	2	-6	-7	-10	0	-4	-4	-7
Cc1ccc(CNC(=O)CCS(=O)(=O)c2ccc(C)cc2)cc1	-3	10	-2	2	3	2	-2	-6	0
COc1ccc(C(=O)NNC(=O)C(=O)N2CCCCC2)cc1OC	4	8	3	-2	-1	0	4	-6	-2
CC1CCCCC12NC(=O)N(CC(=O)N(C)Cc1nc3ccccc3c(=O)[nH]1)C2=O (stereo not given)	1	-3	2	4	-1	-3	nt	-4	0
Cc1nn(C)c(C)c1CNC(=O)c1cc2n(n1)C(C(F)(F)F)CC(c1cccs1)N2 (stereo not given)	5	7	2	-8	0	3	1	2	4
Cc1ccc(S(=O)(=O)Nn2cnnc2)cc1	-3	11	6	-2	-3	3	-1	0	-5
CCN(C(=O)CSc1nccc(=O)[nH]1)c1cccc2ccccc12	0	7	4	nt	nt	0	nt	2	nt
O=C1C2C3C=CC(C3)C2C(=O)N1CNc1ccccc1 (stereo not given)	0	1	6	-2	4	4	5	3	2

From PubChem BioAssay
